High-throughput results deposited in PubChem by several laboratories.
NPY Y2 blocker – blocks the human neuropeptide Y Y2 receptor | NPY-Y2 expressing cells, antagonist mode | 140,000 compounds, 0.99% hits | inhibition, % at 2.7 µM | AID 793 | P49146; in the data active = inhibition above about 17%;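 also: 0% = vehicle with agonist challenge and 100% = reference antagonist with challenge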
Target sequence (P49146 whole entry, looked up): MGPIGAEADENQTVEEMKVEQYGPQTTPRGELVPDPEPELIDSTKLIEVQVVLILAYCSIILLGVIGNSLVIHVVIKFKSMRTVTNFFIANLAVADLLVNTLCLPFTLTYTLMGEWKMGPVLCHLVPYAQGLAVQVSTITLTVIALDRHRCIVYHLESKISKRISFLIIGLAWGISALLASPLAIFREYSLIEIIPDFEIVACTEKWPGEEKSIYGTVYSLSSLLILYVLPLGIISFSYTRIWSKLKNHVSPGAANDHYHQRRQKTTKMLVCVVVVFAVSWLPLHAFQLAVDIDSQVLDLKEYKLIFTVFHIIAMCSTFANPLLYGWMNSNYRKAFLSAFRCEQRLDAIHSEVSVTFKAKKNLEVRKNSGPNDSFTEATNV
MRP-1 activ – MRP-1 activation. AID 799. viability increase, % at 10 µM. 140,000 compounds, 0.61% hits. H69AR cells + doxorubicin, viability rescue, CellTiter-Glo;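 active = viability gain under doxorubicin at or above a set limit, the compound median plus 3 SD, cut at about 4.7% in these data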;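 also: MRP-1 overexpressing cells given doxorubicin 25 µM after compound pretreatment; 18-22 h compound pretreatment then 72 h with doxorubicin before readout; 0% = doxorubicin-only wells and 100% = vehicle-treated cells without doxorubicin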
BB579 growth dn – reduces growth of yeast BB579 in restrictive medium. S. cerevisiae BB579 growth, OD615, 48 h. inhibition, % at 10 µM. 140,000 compounds, 0.51% hits;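 active = inhibition above a set limit, 3 SD over the mean compound inhibition, cut at about 44% in these data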; also: inactives centre near -24
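System: Saccharomyces cerevisiae DeaD strain BB579, replicative lifespan model yeast. Buffer or medium: restrictive glucose-based CSMM-D medium. Doses: one dose, 10 µM compound with 0.25% DMSO. Timing: 4 h preincubation and 48 h exposure at 30 °C. Detection: turbidity as optical density at 615 nm. Benchmarks: amphotericin B 10 µg/mL, positive.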
Measles CPE – protection of cells from measles virus. Measles virus-infected cells, CPE protection, absorbance. protection (pct of control), % at 4 µM. 140,000 compounds, 1.5% hits. AID 841; in the data active = protection mostly above about 24%, no sharp cut-off; inactive = mostly below about 26%; also: some compounds called inactive have numbers as strong as hits
Phagocyt inh – macrophage phagocytosis inhibition; inhibition, % at 5 µM; AID 1029; J774A.1 macrophage IgG-bead phagocytosis, imaging; 110,000 compounds, 0.07% hits;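 active = inhibition above the mean of the plate negative controls plus 5 SD, cut at about 13% in these data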;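 also: phagocytic index as fraction of beads internalized from green versus red external bead signal; plate controls were DMSO negative control for no effect and cytochalasin-D positive control for full effect; some results beyond the cut were filed as inactive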
Yeast lifespan up – yeast lifespan extension. S. cerevisiae growth with nicotinamide, OD615; deaD strain in restrictive glucose medium. inhibition of the nicotinamide effect, % at 10 µM. 130,000 compounds, 0.68% hits. AID 775;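 active = inhibition above a set limit, placed 3 SD over the median of all compounds, cut at about 26% in these data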;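 also: 0% = nicotinamide-treated wells and 100% = cells grown without nicotinamide; some compounds called inactive have numbers as strong as hits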
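System: Modified budding yeast, DeaD strain | Buffer or medium: Restrictive glucose medium | Also added: 1.5 mM nicotinamide | Doses: 10 µM single point, 0.25% DMSO | Schedule: 48 h compound exposure at 30 °C, humidified | Detection: Absorbance at 615 nm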
GALR2 blocker – antagonists of human galanin receptor 2 (GALR2) | O43603 | 140,000 compounds, 0.39% hits | inhibition, % at 4 µM | GALR2-expressing cells, antagonist mode; in the data active = inhibition above about 27%;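 also: cells stimulated with galanin 1-16 at roughly its EC80; 0% = agonist challenge control and 100% = basal control without agonist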
Target sequence (O43603 whole entry, looked up): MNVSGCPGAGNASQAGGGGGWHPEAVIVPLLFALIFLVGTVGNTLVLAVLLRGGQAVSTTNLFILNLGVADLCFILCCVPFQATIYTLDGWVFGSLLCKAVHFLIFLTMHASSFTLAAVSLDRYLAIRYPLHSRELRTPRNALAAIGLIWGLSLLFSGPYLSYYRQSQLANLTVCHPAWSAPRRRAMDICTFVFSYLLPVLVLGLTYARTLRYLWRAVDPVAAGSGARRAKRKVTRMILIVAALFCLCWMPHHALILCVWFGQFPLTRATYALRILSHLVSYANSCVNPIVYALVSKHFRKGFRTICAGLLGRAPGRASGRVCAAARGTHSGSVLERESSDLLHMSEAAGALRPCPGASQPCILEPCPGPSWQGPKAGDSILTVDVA
PTEN del growth – growth suppressors of cells with PTEN tumor suppressor deletion | HCT116 PTEN-null viability, CellTiter-Glo, 60 h; hits give low values | viability, % at 10 µM | 140,000 compounds, 1.2% hits | AID 827;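 active = viability at or below a set limit, 4 SD under the median of all tested compounds, cut at about 3.7% in these data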;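 also: PTEN knockout HCT116 line with beta catenin targeted HCT116 as companion control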
E-sel TNF inh – blocks E-selectin expression induced by TNF alpha. HUVEC TNFa-induced E-selectin immunofluorescence, high content. inhibition, % at 2 µM. 120,000 compounds, 0.71% hits. AID 1246;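 active = inhibition above the batch mean plus 3 SD, and confirmed as a hit on visual image review, cut at about 43% in these data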;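 also: 0% = TNF-stimulated DMSO wells and 100% = unstimulated control wells; not every result past the cut was called active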
bCat KO growth – beta-catenin-lacking colon tumor cell growth suppression. HCT116 beta-catenin knockout viability, CellTiter-Glo, 60 h; hits give low values. viability, % at 10 µM. 140,000 compounds, 1.5% hits;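 active = viability at or under a set limit, the compound median less 4 SD, cut at about 6% in these data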;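 also: 0% = Hyamine 1622 control at 20 µM and 100% = untreated cell control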
* marks the source's active call; other numbers are inactive results; / = no result given; [ ] = dose if it differs, or a comment. Outcome played no part in choosing rows; overall some 6.1% were active at least once.

Values in the order – BB579 growth dn	Measles CPE	MRP-1 activ	Phagocyt inh	GALR2 blocker	PTEN del growth	Yeast lifespan up	E-sel TNF inh	NPY Y2 blocker	bCat KO growth
> O=C(Nc1ccccc1)N1CCN2C(=O)c3ccccc3C12c1ccccc1 (centres undefined)
  -5	7	-0.1	0	-6	89	-7	3	4	93
> CCc1ccc(C2NC(c3ccc(CC)cc3)C([N+](=O)[O-])C(C)(C)C2[N+](=O)[O-])cc1 (centres undefined)
  -19	8	0.3	-7	1	74	-3	/	2	73
> COc1ccc(NC(=O)/C(Cl)=C(/Cl)S(=O)(=O)Cc2ccc(C)cc2)cn1
  -27	-1	-2.5	-1	78*	2.0*	20	72*	2	3.1*
> CCOC(=O)c1c(-c2ccc(F)cc2)csc1NC(=O)c1c(-c2ccccc2)noc1C
  -28	67*	7.5*	129*[artifact]	-7	71	6	2	3	63
> O=C(COC(=O)c1cncc(Br)c1)NCc1ccco1
  -57	18	-1.8	/	1	82	-20	/	1	92
> CC1CCC(NC(=O)Cn2cc3c(n2)CCCC3)CC1 (centres undefined)
  -29	19	0.1	/	10	105	-5	8	1	104
> Cc1cccc(N(CC(=O)NC2CCCCC2)C(=O)c2c(C)noc2C)c1
  7	22	-1.5	-1	1	93	-3	3	10	94
> O=C(c1ccccc1OCc1ccccc1Br)N1CCN(c2ncccn2)CC1
  -27	15	-3.8	1	-2	40	3	/	7	51
> COC(=O)C1C2C=CC3(CN(c4cccc(Cl)c4)C(=O)C13)O2 (centres undefined)
  -10	3	-3.4	0	4	92	0	/	4	94
> CCOc1cc(NC(=O)c2ccccc2C)c(OCC)cc1NC(=O)C1=Cc2ccccc2OC1
  -26	6	-3.8	0	4	61	2	-24	3	70
> Cc1ccc(S(=O)(=O)NC(=O)NCCCCNC(=O)NS(=O)(=O)c2ccc(C)cc2)cc1
  -61	6	-0.5	/	0	97	-5	5	3	94
> COc1c(/C=N/Nc2nc(N3CCCCC3)nc(N3CCCCC3)n2)cccc1[N+](=O)[O-]
  9	16	-1.9	/	-1	58	-28	1	0	68
> Cc1ccc(-c2csc(NC(=S)NC(=O)c3cc4ccccc4o3)n2)cc1
  -19	20	-1.1	3	-2	91	-4	-7	2	108
> COc1cc(C(=O)NNC(=S)NC(=O)c2ccccc2C)cc(OC)c1OC
  -46	8	0.4	-5	-7	22	3	/	1	28
> Cc1cccc(N2CCN(C(=O)c3ccoc3C)CC2)c1C
  -18	4	-2.4	/	5	87	-4	3	-1	80
> O=C(CSc1ncccc1-c1nc2ccccc2[nH]1)Nc1ccc2c(c1)OCCO2
  -37	25	-2.6	-10	6	82	2	/	-1	83
> COc1ccc(OC)c(S(=O)(=O)Nc2cccnc2)c1
  -33	24	0.2	-1	2	/	-5	5	0	104
> CCOC(=O)c1cnc(SCc2ccc(C)cc2)nc1N
  -81	13	0.8	/	-14	88	-17	-15	8	91
> COCCN1Cc2cccc(C(=O)Nc3ccc(-c4nc5ccccc5[nH]4)cc3)c2C1=O
  -36	4	-0.1	-5	13	92	11	/	0	95
> COc1ccc(Br)cc1C(=O)N/N=C/c1ccc2c(c1)n(C)c(=O)n2C
  -48	37*	0.4	-7	-1	99	2	/	2	93
> O=C(c1ccc(F)cc1)N1CCN(c2ncccn2)CC1
  -36	10	-0.3	-1	-11	108	-18	-10	2	97
> Nc1nnc(-c2cccc(Cl)c2Cl)c(N)n1
  -30	22	-0.7	/	-1	103	4	/	4	103
> COC(=O)c1ccccc1NC(=O)CN(Cc1ccccc1)S(C)(=O)=O
  -75	21	-1.0	0	-20	110	-10	-7	1	101
> O=C1CCCN1CN1CCCCC1
  -9	17	-0.3	0	-1	104	-8	/	-2	97
> O=C(Oc1cccnc1)c1cc(S(=O)(=O)N2CCOCC2)ccc1Cl
  -52	22	-0.4	1	-1	112	-5	-1	2	108
> CCOC(=O)Cc1csc(SCc2cc(=O)oc3cc(O)ccc23)n1
  -12	11	0.2	-10	7	102	2	/	14	97
> CN1CCn2c1nc(N1CCCCC1)nc2=O
  -37	7	0.2	-2	3	98	-2	12	0	93
> COC(=O)[C@H](C)[C@H]1C[C@]1(C)[C@H](NC(=O)OCc1ccccc1)c1ccccc1
  -7	3	-1.3	/	4	89	3	-3	7	85
> O=C(c1cccs1)N(Cc1ccccn1)Cc1ccco1
  -10	3	-3.2	0	-10	78	-7	/	-2	88
> COc1cc(-c2noc(-c3cccc(Cl)c3)n2)cc(OC)c1OC
  -61	2	-0.8	2	-5	92	-8	1	2	90
> COC(=O)c1ccc(CNC(=O)COC(=O)C2CCC(C(C)(C)C)CC2)cc1 (centres undefined)
  -33	12	-0.3	/	1	88	6	-4	2	95
> N#C/C(C(=O)N1CCCC1)=C1/N=C(N)c2ccccc21
  -4	8	-2.2	0	8	94	4	1	1	84
> Cc1ccc(NC(=S)NC2CC3CCCC(C2)N3Cc2cccs2)cc1 (centres undefined)
  -45	6	-5.1	-1	-1	60	-24	-30	8	47
> Cc1ccc(C#CC[N+]2(CC#Cc3ccc(C)cc3)CCCCC2)cc1
  -11	15	-4.4	1	0	4	-4	/	20*	7
> Cc1ccc(S(=O)(=O)NCC2CCC(C(=O)O)CC2)cc1 (centres undefined)
  -26	29	2.9	/	8	100	9	0	3	92
> O=C(CCS(=O)(=O)c1ccc(Br)cc1)N1CCN(c2ccccc2)CC1
  -11	24	-1.7	-4	-7	83	9	-6	3	93
> CCOC(=O)c1cc(C)sc1NC(=O)C1CCC1
  -27	10	-3.1	-1	11	87	-9	-31	3	99
> CN(CC(=O)Nc1ccc(F)c(F)c1F)C(=O)/C=C/c1ccc(Cl)cc1
  -36	16	4.1	-1	1	90	1	/	12	91
> Cc1ccccc1OCC1Cc2c(nc(N)c(C#N)c2N)O1 (centres undefined)
  -11	7	-1.6	-6	-13	94	-9	28	1	96
> CCOc1ccccc1CNC(=O)Cn1c(=O)oc2ccccc21
  -10	22	-3.2	/	8	97	-2	-19	3	103
> Cc1ccc(C)c(N2CCN(C(=O)CSc3ccsc3[N+](=O)[O-])CC2)c1
  -25	11	-1.6	-5	4	53	-3	/	1	57
> Cc1ccccc1OCCSc1nnc(C)n1-c1ccccc1
  -20	19	-0.6	-2	-5	102	-7	-9	4	93
> CC(C)(C)c1nnc2sc(SC/C(O)=C(\C#N)c3nc4ccccc4[nH]3)nn2c1=O
  -56	22	-1.6	2	-7	79	-2	-29	2	69
> COc1ccc(CC(=O)c2ccc(OC)c(OC)c2C)cc1OC
  -23	9	0.5	-8	-5	58	-4	/	1	52
> CCCCOc1ccc(C(O)(CC)CCN2CCOCC2)cc1 (centres undefined)
  -42	2	-2.4	/	2	90	/	13	6	87
> c1ccc(CNc2ncnc3c2oc2ccccc23)nc1
  -33	4	-3.5	-2	10	86	-24	1	-1	96
> CNC(=S)N/N=C/c1ccc(OCC(=O)Nc2c(C)cc(C)cc2C)c(OC)c1
  -43	14	-2.8	-1	6	57	5	2	8	56
> COc1cc(S(=O)(=O)Nc2ccccc2C)ccc1Cl
  3	7	-2.3	-2	1	88	-6	-19	0	84
> Cc1cccnc1NC(=O)Nc1cccc2ccccc12
  -32	5	-4.4	0	11	80	-16	-25	2	94
> CS(=O)(=O)N(Cc1nnc(-c2cccs2)o1)c1ccc(Cl)cc1F
  -13	12	-0.7	0	-2	95	-8	/	3	85

Next part.
Values in the order – BB579 growth dn	Measles CPE	MRP-1 activ	Phagocyt inh	GALR2 blocker	PTEN del growth	Yeast lifespan up	E-sel TNF inh	NPY Y2 blocker	bCat KO growth
> Cc1cccc(NC(=S)NC2CC3CCCC(C2)N3CC(C)C)c1 (centres undefined)
  14	4	-6.3	/	3	78	/	-10	8	63
> Cc1ccc2cc3c(NC(=O)c4ccco4)nn(C)c3nc2c1
  -28	7	-3.5	0	6	92	-27	22	1	90
> CCC(=O)N(CCC1(C(C)C)CCOC(C)(C)C1)Cc1ccco1 (centres undefined)
  -75	5	-1.4	0	1	97	-6	-24	1	88
> Cc1ccc(Sc2ccc(/C=N/O)cc2[N+](=O)[O-])cc1
  -70	1	-2.4	2	-6	83	7	-8	1	77
> COc1ccc(N(CC(=O)N2c3ccccc3CC2C)S(=O)(=O)c2c(C)noc2C)cc1 (centres undefined)
  -56	16	-0.1	0	-13	70	2	-38	3	66
> O=C(NN1C(=O)C2C3C=CC(C3)C2C1=O)c1ccco1 (centres undefined)
  -27	6	-0.4	-4	1	94	0	-8	3	94
> O=C(Nc1ccccc1C(=O)NCCN1CCOCC1)c1ccco1
  6	4	-4.1	0	1	104	-13	11	2	98
> C=CCOC(=O)C(C#N)c1nc2ccccc2nc1N1CCN(Cc2ccc3c(c2)OCO3)CC1 (centres undefined)
  -47	11	-1.7	1	-8	87	-10	-25	6	96
> CCN1CCN(C(=O)c2ccc(CS(=O)(=O)Cc3ccccc3F)o2)CC1
  16	6	-1.7	/	-8	97	-8	5	4	120
> CCCOC(=O)CN1C(=O)c2ccc(C(=O)OCCC)cc2C1=O
  -40	4	0.8	-1	-19	108	-6	/	0	95
